# Screening data from PubChem.
# STK33 inh: inhibitors of human STK33 kinase; Q9BYT3; purified STK33, MBP phosphorylation, ADP-Glo luminescence; 320,000 compounds, 0.073% hits; inhibition, % at 10 µM;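 active means inhibition at or above 25%, using the most active replicate where run in duplicate; inactive means inhibition below 25%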
# Target sequence (Q9BYT3 whole entry, looked up): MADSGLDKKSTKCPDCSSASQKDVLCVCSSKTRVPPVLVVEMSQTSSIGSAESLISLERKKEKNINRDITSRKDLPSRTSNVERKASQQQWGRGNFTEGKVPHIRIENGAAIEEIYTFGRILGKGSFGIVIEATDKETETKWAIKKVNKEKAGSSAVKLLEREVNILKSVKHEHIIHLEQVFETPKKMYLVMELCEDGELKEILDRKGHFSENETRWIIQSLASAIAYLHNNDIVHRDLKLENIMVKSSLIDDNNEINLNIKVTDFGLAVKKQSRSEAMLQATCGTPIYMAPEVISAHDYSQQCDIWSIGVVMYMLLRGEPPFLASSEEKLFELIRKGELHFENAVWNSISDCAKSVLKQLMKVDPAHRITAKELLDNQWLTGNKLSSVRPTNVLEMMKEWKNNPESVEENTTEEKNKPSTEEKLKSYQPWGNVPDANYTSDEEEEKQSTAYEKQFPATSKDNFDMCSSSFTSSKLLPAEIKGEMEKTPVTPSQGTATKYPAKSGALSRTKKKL
# OX1R antag: blocks the human orexin 1 receptor; 330,000 compounds, 1.8% hits; OX1R-expressing cells, FRET antagonist read-out; O43613; AID 485270; inhibition, % at 6.6 µM; in the data active means inhibition mostly above about 38%, no sharp cut-off; inactive means mostly below about 40%;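 further: 0% = agonist challenge alone and 100% = reference antagonist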
# Target sequence (O43613 whole entry, looked up): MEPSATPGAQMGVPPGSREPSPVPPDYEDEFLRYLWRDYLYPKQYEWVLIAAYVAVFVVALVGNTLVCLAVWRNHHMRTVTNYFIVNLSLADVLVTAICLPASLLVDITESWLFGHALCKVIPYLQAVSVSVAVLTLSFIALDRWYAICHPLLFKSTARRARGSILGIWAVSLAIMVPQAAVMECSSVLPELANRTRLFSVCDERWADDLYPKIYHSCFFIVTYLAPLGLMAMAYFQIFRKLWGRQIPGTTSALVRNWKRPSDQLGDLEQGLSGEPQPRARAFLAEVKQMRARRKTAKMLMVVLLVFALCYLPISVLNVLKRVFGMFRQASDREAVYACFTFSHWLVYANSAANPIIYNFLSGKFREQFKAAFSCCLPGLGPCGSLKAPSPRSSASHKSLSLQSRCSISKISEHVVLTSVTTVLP
# Starred values were filed as active, the others as inactive; x = not tested or not shown.
STK33 inh,OX1R antag,SMILES
1.8,19,Cc1nc(-c2ccc(Cl)cc2)sc1C1(C)CC(c2ccc(Br)cc2)=NO1 (configuration not stated)
-2.5,18,CC(=O)Nc1ccc2nc(NC(=O)c3ccc([N+](=O)[O-])s3)sc2c1
0.4,8,COc1ccccc1C(O)c1nccn1C (configuration not stated)
-0.8,4,CCOC(=O)C1(C)NC(c2ccco2)C2C(=O)N(CC)C(=O)C21 (configuration not stated)
-0.5,7,COc1ccc2c(c1)C1=NN(/C(C)=C/C(C)=O)C(c3ccc(F)cc3)C1CC2 (configuration not stated)
0.9,16,CC(=O)Nc1ccc(S(=O)(=O)NC(CC(=O)NCCCN2CCOCC2)C(C)C)cc1 (configuration not stated)
-3.4,6,CC(C)C(=O)Nc1ccc(C(=O)NNC(=O)CCc2ccccc2)cc1
-2.3,5,COc1ccc(-c2nnc(SCC(=O)N3CCC(Cc4ccccc4)CC3)o2)cc1OC
-0.7,2,CCNc1nc(=S)nc(NC(C)C)[nH]1
-1.8,15,CCOC(=O)N1CCC(c2cc(=O)n3[nH]ccc3n2)CC1
0.3,9,COc1cc(CCC(=O)OCC(=O)Nc2ccc(C)cc2Cl)cc(OC)c1OC
-1.1,9,CCOc1ccc(N(CC(=O)Nc2ccccc2C)S(=O)(=O)c2c(C)noc2C)cc1
-0.7,5,Cc1ccc(CN2C3CCCC2CC(NC(=O)c2ccc(F)cc2)C3)cc1 (configuration not stated)
-0.5,3,COC(=O)CN1C(=O)NC2(CCCc3ccccc32)C1=O (configuration not stated)
-1.6,22,COc1cc(/C=C/C(=O)N2CCN(c3n[nH]c(=O)[nH]c3=O)CC2)cc(OC)c1OC
-1.6,9,Cc1ccccc1C(=O)Nc1ccc(C(=O)N/N=C/c2ccc(O)cc2)cc1
-3.4,9,CCOC(=O)C(C(=O)OCC)C(C[N+](=O)[O-])c1ccccc1 (configuration not stated)
1.4,22,COc1ccc(S(=O)(=O)NCCOc2ccccc2)cc1F
0.7,2,CCC/C(=N\NC(=O)CNC(=O)c1ccc(Cl)cc1)c1ccccc1
-0.8,4,O=C1c2ccccc2C(=O)N1c1n[nH]c(CCc2ccccc2)n1
1.9,16,O=C(NNC(=S)NC(=O)c1cn(-c2ccccc2)nc1-c1ccccc1)c1ccncc1
0.9,21,Cc1cccc(NC(=O)CCCSc2nc3ccccc3[nH]2)c1
0.5,37,Cc1cc(C(=O)COC(=O)c2n[nH]c3ccccc23)c(C)n1C
-0.2,25,O=C(COC(=O)C1(c2ccc(F)cc2)CCCC1)Nc1ncc(C(F)(F)F)cc1Cl
-1.2,11,O=C(CC1NC2CCCCC2NC1=O)Nc1ccc2c(c1)OCO2 (configuration not stated)
-0.5,27,CCOC(=O)C1(C(C)(C)CC)CC(CSc2nc3ccccc3[nH]2)OC1=O (configuration not stated)
-1.3,11,Cc1ccc(S(=O)(=O)N2CCC(C(=O)NCC3CCCO3)CC2)cc1 (configuration not stated)
-1.5,3,O=[N+]([O-])c1cccc(-c2ccc(/C=N/NC(=S)NCc3ccco3)o2)c1
-0.1,17,CCOc1ccccc1-n1c(=S)sc2c(=O)n(-c3ccc(C)cc3)c(=S)[nH]c21
0.0,27,COc1ccc(OC)c(C(C(=O)NC2CCCCC2)N(Cc2ccco2)C(=O)c2ccccn2)c1 (configuration not stated)

# A section taken from the entries so far:
STK33 inh,OX1R antag,SMILES
1.8,19,Cc1nc(-c2ccc(Cl)cc2)sc1C1(C)CC(c2ccc(Br)cc2)=NO1 (configuration not stated)
-2.5,18,CC(=O)Nc1ccc2nc(NC(=O)c3ccc([N+](=O)[O-])s3)sc2c1

# The results go on.
STK33 inh,OX1R antag,SMILES
-0.4,3,CCn1cc(C(=O)O)c(=O)c2cc(F)c(N3CCN(C(=S)NC(=O)c4ccccc4Cl)CC3)cc21
-1.1,11,Nc1ccc(-n2nncc2-c2ccc(Cl)cc2)cc1
-1.3,14,O=C(NCCCN1CCOCC1)c1ccc2c(c1)N(Cc1ccccc1F)C(=O)c1ccccc1S2=O (configuration not stated)
0.2,3,CCC(CO)NC1=C([N+](=O)[O-])C(=O)CC(C)(C)C1 (configuration not stated)
-2.1,30,O=C(NC(=S)NC1CCSC1=O)c1cccc([N+](=O)[O-])c1 (configuration not stated)
-1.5,7,Cc1ccc(CSCC(=O)N2CCCC2)cc1
0.0,41,Nc1cc([N+](=O)[O-])ccc1O
-2.0,11,COc1cc(NC(=O)c2ccc(N3CCCC3=O)cc2)cc(OC)c1
-0.1,8,CC(=O)N1CCc2cc(S(=O)(=O)CCC(=O)NCc3ccc(C)o3)ccc21
3.7,x,Cc1ccc(C(=O)Nc2ccc3c(c2)OCCO3)cc1
-0.1,8,CCOC(=O)NC1C=CS(=O)(=O)C1 (configuration not stated)
3.9,8,CC1(C)CC(=O)c2cnc(N3CCc4ccccc4C3)nc2C1
-0.8,19,CCOC(CNC(=O)c1ccc(CNC(=O)c2ccc(OC)c(OC)c2)cc1)OCC
0.6,12,O=C(CCN1C(=O)C2CC=C(Cl)CC2C1=O)N1CCCCC1 (configuration not stated)
0.1,x,C=CCn1c(NCc2ccco2)nc2ccccc21
-0.1,14,Cc1ccc(S(=O)(=O)Nc2ccc(-c3cn4ccc(C)cc4n3)cc2)cc1
x,4,C[C@@H]1[C@H]2[C@@H]3CC[C@@H](C3)[C@H]2CN[C@H]1c1cn(Cc2ccccc2)c2ccccc12
-2.7,49,COc1ccc(C(=O)c2c(C(F)(F)F)oc3c2C(=O)c2ccccc2C3=O)cc1
-1.8,27,CC(=O)Oc1ccc(-c2cccc(C(=O)Oc3ccccc3)c2)cc1
0.4,6,Nc1nnc(SCC(=O)N2CCN(c3ccccc3)CC2)s1
4.7,25,N/C(=N\OC(=O)c1ccc(=O)n(Cc2ccc(Cl)cc2)c1)c1ccccn1
-1.0,16,CC12CCC(=O)N1C(C(=O)O)Cc1c2[nH]c2ccccc12 (configuration not stated)
1.2,7,CC(=O)c1ccc(OCc2ccc(Oc3c(Cl)cccc3[N+](=O)[O-])cc2)cc1
-2.3,21,O=C(c1ccc(-n2cccc2)cc1)N1CCN(Cc2ccccc2)CC1
-0.3,6,CC(=O)c1ccc(Nc2c([N+](=O)[O-])ccc3nonc23)cc1
-1.7,5,Cc1ccc(NCC(=O)N/N=C/c2ccc(-c3cccc(C(F)(F)F)c3)o2)cc1
-0.5,12,COc1ccc(NC(=O)CN(C)C(=O)c2cc(-c3ccco3)nc3ccccc23)cc1
-0.6,0,CCOc1ccc(OCCn2ccnc2)cc1
-0.9,1,O=C(Nc1cc(S(=O)(=O)N2CCCCCC2)ccc1OCC(F)(F)F)c1cnccn1
-9.0,-1,COc1cccc(NC(=O)CN2CCCCCC2)c1

# Reformatted with values under each structure: entries from further up
# Screens in order – STK33 inh, OX1R antag
CCn1cc(C(=O)O)c(=O)c2cc(F)c(N3CCN(C(=S)NC(=O)c4ccccc4Cl)CC3)cc21
    -0.4, 3
Nc1ccc(-n2nncc2-c2ccc(Cl)cc2)cc1
    -1.1, 11
O=C(NCCCN1CCOCC1)c1ccc2c(c1)N(Cc1ccccc1F)C(=O)c1ccccc1S2=O (configuration not stated)
    -1.3, 14
CCC(CO)NC1=C([N+](=O)[O-])C(=O)CC(C)(C)C1 (configuration not stated)
    0.2, 3
O=C(NC(=S)NC1CCSC1=O)c1cccc([N+](=O)[O-])c1 (configuration not stated)
    -2.1, 30
Cc1ccc(CSCC(=O)N2CCCC2)cc1
    -1.5, 7
Nc1cc([N+](=O)[O-])ccc1O
    0.0, 41
COc1cc(NC(=O)c2ccc(N3CCCC3=O)cc2)cc(OC)c1
    -2.0, 11
CC(=O)N1CCc2cc(S(=O)(=O)CCC(=O)NCc3ccc(C)o3)ccc21
    -0.1, 8
Cc1ccc(C(=O)Nc2ccc3c(c2)OCCO3)cc1
    3.7, x
CCOC(=O)NC1C=CS(=O)(=O)C1 (configuration not stated)
    -0.1, 8
CC1(C)CC(=O)c2cnc(N3CCc4ccccc4C3)nc2C1
    3.9, 8
CCOC(CNC(=O)c1ccc(CNC(=O)c2ccc(OC)c(OC)c2)cc1)OCC
    -0.8, 19
O=C(CCN1C(=O)C2CC=C(Cl)CC2C1=O)N1CCCCC1 (configuration not stated)
    0.6, 12
C=CCn1c(NCc2ccco2)nc2ccccc21
    0.1, x

# Further records follow.
STK33 inh,OX1R antag,SMILES
-0.5,4,CCN(CC)CC(O)Cn1c(-c2cccc(Cl)c2)nc2cc(C)c(C)cc21 (configuration not stated)
-0.4,8,Cc1ccc(N)c([N+](=O)[O-])c1
-1.3,45,Cn1nc(C(C)(C)C)cc1C(=O)NCc1ccc2c(c1)OCO2
-0.5,15,COc1cccc(C2=NOC(C(=O)N3CCc4ccccc4C3)C2)c1 (configuration not stated)
-4.5,28,CCC(=O)Nc1ccc(/C(C)=N\NC(=O)c2ccc(C)s2)cc1
-0.5,3,N#CCCN(C(=S)NC(=O)C1CCCCC1)c1ccccc1F
-2.3,16,Cc1ccc(NC(=O)CN(C)C(=O)CCC(=O)N2CCOCC2)cc1
-0.2,5,COc1ccc(NC(=O)CCN2C(=O)C3CC=C(Cl)CC3C2=O)cc1 (configuration not stated)
0.1,11,CCOC(=O)C1=C(C)Nc2nc(C)nn2C1c1ccc(OC)c(OC)c1 (configuration not stated)
-1.2,11,CCOC(=O)N1CCN(c2cc(=O)n(-c3ccccc3Cl)c(=O)[nH]2)CC1
1.8,37,CCS(=O)(=O)C1=NSC2=NC(=O)/C(=C\c3cc(C)n(-c4cccc(OC)c4)c3C)C(=N)N21
-0.5,17,CCCCCCCC(=O)OC(CN1CCCCCC1)CN1CCCC1=O (configuration not stated)
-0.2,12,CN(CCN1CCOCC1)C(=O)CC1C(=O)NCCN1Cc1ccccc1F (configuration not stated)
0.7,10,COc1ccccc1N(CC(=O)NCC1CCCO1)C(=O)CNS(=O)(=O)c1ccccc1 (configuration not stated)
-1.3,12,O=C(CNc1cccc(S(=O)(=O)N2CCCC2)c1)Nc1cccc(F)c1
-1.5,7,COC(=O)C1=C(C(C)=O)C(c2ccc(C(=O)OC)cc2)n2nnnc2N1 (configuration not stated)
-0.7,-4,CCCCN1C(=O)c2ccc(C(=O)Nc3cccc(C)c3C)cc2C1=O
-0.6,31,O=C(Nc1ccc2oc(-c3ccc(F)cc3)nc2c1)c1ccccc1F
-1.5,10,C=CCNc1nc(Nc2ccc([N+](=O)[O-])cc2)nc(OCC)n1
0.3,7,CCCCC(CC)COC(=O)CCCCC(=O)OCC(CC)CCCC (configuration not stated)
-0.9,8,Cc1ccc(C(=O)/C=C\NCc2ccccc2)cc1
-0.8,43,CCCNC(=O)c1c(Cl)cnn1-c1ccc(C)cc1
-1.3,11,N/C(=N\NS(=O)(=O)c1ccccc1Cl)c1ccccn1
0.5,20,CC(=O)Nc1cc2c(cc1C(C)=O)OCCO2
-1.3,3,O=C(NCc1cccnc1)C1CCN(S(=O)(=O)c2cccnc2)CC1
-1.8,12,Cc1ccc(CC(=O)N2CCC(c3nc4c(nnn4Cc4ccccc4)c(=O)[nH]3)CC2)cc1
-0.1,10,O=C(NCCCN1CCCC1=O)c1ccc(Cl)c(NS(=O)(=O)c2ccc(F)cc2)c1
-2.1,16,CC1CCN(CCNC(=O)c2ccc3c(=O)n(Cc4ccc(Cl)cc4)c(=S)[nH]c3c2)CC1
0.2,29,NC(=O)CSc1cn(CCNC(=O)c2cccs2)c2ccccc12
-5.1,6,O=c1ccc(Cl)cn1Cc1ccccc1F
-0.7,38,COc1c(C(=O)Nc2ccccc2N2CCOCC2)cc2ccccc2c1Br
0.4,18,CCC(C(=O)Nc1cc(F)ccc1F)n1nc(C)c2c(C)n(-c3ccc(C)cc3)nc2c1=O (configuration not stated)
-0.6,-1,Cc1cccc(-c2noc(CCC(=O)NC3CCCCC3)n2)c1
-0.2,49*,Clc1ccc(OCCN2CCN(c3ncnc4sccc34)CC2)cc1
0.9,20,CN1CCN(Cc2cc(Cl)c3cccnc3c2OC(=O)c2cccs2)CC1
-0.4,3,CCCN1CCN(S(=O)(=O)c2ccc3c(c2)OCCO3)CC1
-1.5,7,Cc1ccc2nc(/C(C#N)=C/c3ccc(-c4cccc([N+](=O)[O-])c4)o3)[nH]c2c1
-1.5,4,COc1ccc(C)cc1NC(=O)Cn1cnc2sc(C)c(S(=O)(=O)N3CCOCC3)c2c1=O
0.6,64*,CN(C)CCCN1C(=O)c2cccc3c(Br)ccc(c23)C1=O
0.6,4,O=C(c1ccco1)N1CCCC(Nc2ccc3c(c2)OCCO3)C1 (configuration not stated)
-2.5,3,O=c1[nH]c2ccccc2c(O)c1-[n+]1ccccc1
1.0,17,Cc1cc(C(=O)OCC(=O)N2CC(C)OC(C)C2)ccc1[N+](=O)[O-] (configuration not stated)
-1.3,38,Cc1ccc2c(c1)C(O)(CC(=O)c1cccnc1)C(=O)N2 (configuration not stated)
0.9,6,CC(C)(C)C1CCC(C(=O)Nc2cccnc2)CC1 (configuration not stated)
-1.4,17,CCOC(=O)/C(N=O)=C(\O)C1CCN(C(=O)OCC)CC1
-0.4,6,O=C(CN(Cc1ccco1)C(=O)c1cccc(F)c1)Nc1ccccc1C(F)(F)F
-0.7,4,COc1ccc2sc(-c3ccc(SC)cc3)c(C#CC(C)(C)O)c2c1
-0.6,1,COCCOC(=O)C1=C(C)NC(=O)NC1c1cccc(F)c1 (configuration not stated)
0.4,33,CN1CCC(=NNC(=O)C(=O)Nc2ccccc2F)CC1
0.9,15,COc1cc(-c2nc(-c3ccccc3)c(-c3cc([N+](=O)[O-])ccc3C)[nH]2)cc(OC)c1OC
3.3,17,COc1cc2ccccc2cc1C(=O)N(CCN(C)C)c1nc2c(F)cccc2s1
-1.6,0,O=C(COC(=O)CCc1c[nH]c2ccccc12)NCc1ccc(Cl)cc1
-1.7,8,Cc1nc(SCCOc2ccccc2)[nH]c(=O)c1Cc1ccccc1
-1.0,7,O=C(Nc1ccccc1C(=O)N/N=C/c1ccc(F)cc1)c1ccccc1Br
x,13,CCCC(C)NC(=O)COc1ccc(Sc2ccc(OCC(=O)NC(C)CCC)cc2)cc1 (configuration not stated)
0.2,28,COc1ccc(C(=O)NC2CCN(C(=S)Nc3ccccc3C)CC2)cc1
-1.4,0,COC(=O)C1CCN(C(=O)COC(=O)c2n[nH]c3ccccc23)CC1
